Compound activity from PubChem BioAssay.
miR122 inh – miR-122 Renilla sensor signal increase in Huh7, primary screen, miR-122 inhibitor project, cell-based, single point, plate reader; Huh7 miR-122 Renilla luciferase sensor, 48 h; neutral wells = 0, positive control = 100; activation (reporter increase), % at 12.5 µM; actives 0.3% (n = 340,000); AID 602342, 2012;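 active means mean replicate activation score at least 90 and every replicate individually at or above 90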;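 further: higher luciferase means less miR-122 activity so hits act as miR-122 inhibitors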
FN deposition inh – inhibitors of fibronectin matrix deposition, primary screen, AH1F cells, Alexa488-fibronectin fluorescence, plate reader; actives 0.086% (n = 350,000); AH1F fibroblasts, overnight; inhibition, % at 12.6 µM;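 active means mean inhibition across replicates of 30% or more, regardless of how many single replicates reach that level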;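 further: positive control wells lacked labelled fibronectin entirely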
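Measured by – fluorescence 485/525 nm · System – AH1F fibroblast monolayer, labelled fibronectin deposition · Amount – 10000 cells per well · Buffer or medium – serum-reduced DMEM (2% serum) · Doses – single dose, pinned · Also added – fluorescent fibronectin at 24 nM final · Schedule – 1 h cell attachment, overnight exposure to compound and label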
GSIS activator – GLuc luminescence reporter in INS-1E cells, primary screen for activators of glucose-dependent secretion of insulin. INS-1E GLuc reporter insulin secretion, 2-3 h. activation, % at 16.6 µM. actives 0.61% (n = 370,000). AID 743287, 2014;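 active means lowest replicate activation of at least 40%, so every replicate reaches that level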;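 further: 0% = median of neutral control wells and 100% = median of IBMX positive control wells; some compounds called inactive have numbers as strong as hits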
C2C12 statin – suppressors of statin myotoxicity in C2C12 myotubes, primary screen, cell-based, single point, plate reader | rescue of ATP level, % at 7.49 µM | actives 0.78% (n = 330,000) | AID 602340, 2012 | C2C12 myotubes + simvastatin, ATP luminescence, 48 h; scaled: DMSO 0, geranylgeraniol control 100;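 active means mean ATP rescue above about 67%, or every replicate alone reaching that limit, limit read from the data, passing the limit was not always enough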;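 further: myotubes were challenged with 10 µM simvastatin during compound exposure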
Cneo AK release – Cryptococcus neoformans cell lysis inducers, primary screen, AK release luminescence, single concentration. C. neoformans lysis, adenylate kinase release luminescence, 4 h; normalised: neutral wells 0, clomiphene wells 100. lysis activity, % at 15 µM. actives 0.2% (n = 360,000). AID 651654, 2012;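 active means mean lysis activity across replicates of at least 80%, whatever share of replicates individually reach that level; inactive means mean lysis activity below 80%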
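Test system: log-phase Cryptococcus neoformans yeast cells. Input: 5 × 10^6 yeast cells/mL. Medium: fresh YPD growth medium. Doses: single dose. Incubation: static 4 h at 37 °C with compound, 1 h detection. Measured by: luminescent adenylate kinase detection reagent. Read-out: signal increase indicating cell lysis. Benchmarks: Clomiphene.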
CFTR F508del cor – F508del CFTR correction, initial screen, CFBE line, single point. CFBE cells, YFP halide quenching; stimulated with forskolin plus potentiator P3; % fluorescence drop versus neutral controls. AID 720511, 2013. actives 0.36% (n = 350,000). activity (quench increase), % at 7.58 µM;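 active means mean added fluorescence quench of at least 8% versus neutral control, with both replicates also reaching 8%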;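 further: cells transiently co-express mutant CFTR-F508del with the halide-sensitive YFP; corrector assay measuring rescue of mutant channel to the surface after 24 h compound exposure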
PGC1a acetyl inh – inhibitors of PGC1a acetylation signal, primary screen, cell-based, U2OS, AlphaScreen, inhibitor mode | AlphaScreen anti-acetyl-lysine; with virally co-expressed GCN5 acetyltransferase | inhibition, % at 15.6 µM | actives 0.17% (n = 350,000) | AID 651687, 2012;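 active means every replicate shows inhibition of at least 40%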;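 further: 0% = neutral control wells and 100% = positive control wells; some results beyond the cut were filed as inactive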
PglD DTNB – C. jejuni PglD acetyltransferase inhibitors, primary screen, biochemical, DTNB colorimetric, single point. inhibition, % at 12.5 µM. AID 602405, 2012. purified PglD enzyme, DTNB colorimetric CoA detection. actives 0.098% (n = 360,000); in the data active means inhibition above about 16%, passing the limit was not always enough; further: strong numbers were not always called active
Numbers without * were called inactive; · = not tested or not shown; & = joins results of further samples; [ ] = dose if it differs, or a comment. The order is random; about 2.1% have a hit in one of these screens.

#	mol	PglD DTNB	CFTR F508del cor	Cneo AK release	PGC1a acetyl inh	miR122 inh	C2C12 statin	GSIS activator	FN deposition inh
1	O=C(c1ccoc1)N1CCC2(CC1)Oc1ccc(F)cc1C(=O)C21CC(c2ccc(Cl)cc2)=NO1 (stereo not drawn)	15	2.5	0	-12	-8	6	-6	21
2	Cc1ccc(S(=O)(=O)N(C)C[C@H]2OCc3ccccc3-c3c(n(C)c4ccccc34)C(=O)N([C@H](C)CO)C[C@@H]2C)cc1	2	-6.0	1	-4	·	·	-20	-3
3	O=C(CCNC(=O)c1ccc(Br)cc1)NCCCN1CCCC1=O	-2	2.1	2	6	-2	55	19	·
4	CC(C)C#Cc1ccc2c(c1)O[C@H](CN(C)Cc1ccccc1)[C@H](C)CN([C@@H](C)CO)S2(=O)=O	-1	2.3	15	-30	10[16.7 µM]	-11	-20	4
5	CCc1cc(-c2nnn(CCC3COCCO3)c2CC)ccc1-c1cn(Cc2ccccc2)nn1 (stereo not drawn)	3	-0.2	0	·	17	-4	-19	-2
6	C[C@@H]1CN([C@H](C)CO)C(=O)c2cc(NC(=O)Nc3ccc(F)cc3)ccc2O[C@@H]1CN(C)S(=O)(=O)c1ccc(F)cc1	-4	-0.5	-2	3	23[16.7 µM]	-18	-5	·
7	O=C(N[C@@H]1CC[C@H](CCNS(=O)(=O)c2ccc(Cl)cc2)O[C@H]1CO)c1cccnc1	1	1.3	-5	-7	·	-2	7	·
8	CCC(=O)N(CC)c1nc(-c2ccc(OC)cc2)cs1	1	·	-1	48*	3	8	·	13
9	N#C/C(=C\c1cc2c(cc1Br)OCO2)c1ccc(C(=O)O)cc1	9	2.2	8	9	-5	33	8	-1
10	Cc1nccn1CC(=O)N/N=C/c1cc(Br)cs1	·	-3.1	·	·	·	4	13	0
11	CCCCn1c(=O)[nH]c(=O)c2c1nc(-c1ccc(OC(F)F)c(OC)c1)n2C	1	0.0	-1	4	-2	1	-2	-1
12	COc1cccc(-c2ccc3c(c2)[C@H]2[C@H](CCN2C(=O)c2ccccn2)[C@H](CO)N3)c1	1	2.3	-10	-6	-2[16.7 µM]	16	-1	5
13	COc1ccc(CC(CC(=O)O)C(=O)NCc2ccccc2)cc1 (stereo not drawn)	-5	-2.2	2	8	·	7	5	-13
14	C[C@@H]1O[C@@H](Oc2c(-c3cc(O)c(O)c(O)c3)oc3cc(O)cc(O)c3c2=O)[C@H](O)[C@H](O)[C@H]1O	2	-3.5	0	·	-7	8	-4	-5
15	CCc1cc(=O)oc2cc(C)cc(OCC(=O)NC(Cc3c[nH]c4ccc(O)cc34)C(=O)O)c12 (stereo not drawn)	1	-0.2	1	7	-3	-7	-3	·
16	COc1ccc2c(c1)nc(-c1cccc(Br)c1)c(=O)n2C(c1ccccn1)c1nc2ccccc2[nH]1 (stereo not drawn)	-1	-2.6	6	16	6	5	4	-5
17	C=CCn1c(SCC(=O)NC2CCCC2)nc2c([nH]c3ccccc32)c1=O	2	-0.3	-1	-14	3	·	6	1
18	CC(=O)NCCOc1cccc2ccccc12	-3	·	0	1	-6	-9	15	·
19	C[C@@H]1CN([C@@H](C)CO)C(=O)Cc2cc(NS(=O)(=O)c3cn(C)cn3)ccc2O[C@@H]1CN(C)C(=O)Nc1ccc(C(F)(F)F)cc1	·	0.1	·	3	-3[16.7 µM]	3	14	·
20	CN(C)C(=O)C[C@H]1CC[C@H](NC(=O)NC2CCCC2)[C@H](CO)O1	-2	1.9	0	-1	·	-9	-2	·
21	C[C@H]1CN([C@@H](C)CO)C(=O)c2cc(C3=CCCCC3)cnc2O[C@@H]1CN(C)S(=O)(=O)c1cn(C)cn1	2	2.5	44	21	7[16.7 µM]	-15	1	-16
22	C[C@@H]1CN([C@H](C)CO)C(=O)c2cc(C#CCC3CCCC3)cnc2O[C@@H]1CN(C)C(=O)CN(C)C	1	1.8	1	-1	-6[16.7 µM]	4	17	-11
23	O=C(Cc1ccc2ccccc2c1)Nc1ccccc1Br	1	-1.9	5	6	-6	6	-5	1
24	CC1CCCN(C(=O)Cn2cnc3c2c(=O)n(C)c(=O)n3C)C1 (stereo not drawn)	2	·	-1	0	-17	·	·	-5
25	O=C(c1cc(S(=O)(=O)N2CCOCC2)c(Cl)cc1Cl)N1CCCCC1CO (stereo not drawn)	2	-1.3	35	-3	40	26	-8	0
26	C[C@H](CO)N1C[C@H](C)[C@@H](CN(C)C(=O)c2ccncc2)Oc2ncc(-c3ccc(C(=O)N(C)C)cc3)cc2C1=O	-2	2.3	4	-2	-3[16.7 µM]	-4	13	-26
27	O=S(=O)(c1ccc(F)cc1)N1CCN(C(=S)NCC2CCCO2)CC1 (stereo not drawn)	0	0.9	1	2	3	-7	-19	·
28	O=[N+]([O-])c1ccc2cn(C3OC(CO)C(O)C3O)nc2c1 (stereo not drawn)	-3	-3.0	-1	10	4	0	-9	-2
29	CC(OC(=O)CNC(=O)COc1ccccc1)C(=O)N(C)Cc1ccccc1 (stereo not drawn)	·	-0.9	·	14	-4	·	4	-6
30	CN(C)CCCNS(=O)(=O)c1ccc(-n2nnc3ccccc32)c([N+](=O)[O-])c1	-1	2.7	0	·	1	-7	0	5

3 records drawn at random from the list so far, as already listed:
#	mol	PglD DTNB	CFTR F508del cor	Cneo AK release	PGC1a acetyl inh	miR122 inh	C2C12 statin	GSIS activator	FN deposition inh
6	C[C@@H]1CN([C@H](C)CO)C(=O)c2cc(NC(=O)Nc3ccc(F)cc3)ccc2O[C@@H]1CN(C)S(=O)(=O)c1ccc(F)cc1	-4	-0.5	-2	3	23[16.7 µM]	-18	-5	·
24	CC1CCCN(C(=O)Cn2cnc3c2c(=O)n(C)c(=O)n3C)C1 (stereo not drawn)	2	·	-1	0	-17	·	·	-5
3	O=C(CCNC(=O)c1ccc(Br)cc1)NCCCN1CCCC1=O	-2	2.1	2	6	-2	55	19	·

The list goes on:
#	mol	PglD DTNB	CFTR F508del cor	Cneo AK release	PGC1a acetyl inh	miR122 inh	C2C12 statin	GSIS activator	FN deposition inh
31	CCCNC(=O)COc1coc(CN2CCN(c3cccc(Cl)c3)CC2)cc1=O	-2	0.0	-1	-24	2	12	-10	-4
32	COc1ccc(CNC(=O)C[C@H]2C[C@H](C(=O)N3CCOCC3)[C@@]3(CCC4CCCC4)c4[nH]c5cc(-c6ccco6)ccc5c4CCN3C2=O)cc1OC	-2	0.4	-6	·	-4	-2	-7	-1
33	COCCNc1nc(Oc2ccc(C(N)=O)cc2)c2sccc2n1	-2	2.1	-1	·	-7	3	92*	9
34	Cn1cnnc1SCC(=O)NNC(=O)COc1ccc(Cl)cc1	·	3.2	·	3	·	·	3	0
35	CCc1[nH]nc(C(=O)N2CCCC(CO)(Cc3ccc(F)cc3F)C2)c1C (stereo not drawn)	-5	-1.9	-2	4	·	7	3	-1
36	CN(C)c1ccc2c(c1)[C@H]1C[C@H](CC(=O)NCc3ccccc3F)O[C@H](CO)[C@H]1O2	·	0.6	·	-13	0[16.7 µM]	-1	-1	·
37	CO[C@H]1CN(C)C(=O)c2ccc(NC(=O)Cc3ccccc3)cc2OC[C@@H](C)NC[C@H]1C	1	-0.9	-2	5	13[16.7 µM]	-2	-17	-3
38	Cc1ccc(NC(=O)Nc2sc(=S)n(C)c2C)cc1	-8	·	0	6	4	·	·	·
39	COc1cc(SC)ccc1C(=O)N(C)Cc1ccccc1	-8	·	-6	-8	26	-2	·	·
40	COc1cccc(CN(C)C(=O)c2cccc(S(=O)(=O)N3CCN(c4ccc(F)cc4)CC3)c2)c1OC	1	2.0	0	0	-21	-2	-21	-3
41	COc1ccc(C(=O)C=CNNC(=O)c2ccc(Cl)cc2)cc1	-5	0.5	4	-8	1	3	-2	3
42	CN(C)c1cc2c(cc1NC(=O)c1ccccc1Cl)n(C)c(=O)n2C	3	1.4	-2	7	-1	-2	26	4
43	OCCNC(=S)Nc1ccc2nsnc2c1	-5	-4.3	-2	9	13	24	6	-3
44	Cc1cn([C@H]2C[C@H](O)[C@@H](CNS(=O)(=O)c3ccc(NS(=O)(=O)N(C)C)cc3)O2)c(=O)[nH]c1=O	-5	4.5	-2	14	-6	-1	0	7
45	O=C(C1CCCC1)N1C[C@@H]2[C@H](c3ccccc31)[C@H](CO)N2C(=O)c1cccnc1	-3	-0.8	-8	4	46[16.7 µM]	3	12	·
46	CC(C)COC(=O)N(C)C[C@@H]1OCc2cnnn2CCCC(=O)N([C@H](C)CO)C[C@H]1C	7&4	2.2&0.3&-2.5	-1&-3	4&4&-4	1	-24&-12&-5	21&3	-2
47	O=C(CN(C(=O)c1csnn1)c1ccccc1)NCc1ccc2c(c1)OCO2	-3	2.4	0	11	-5	11	15	-2
48	O=C(NCC1CCCO1)C1CCN(C(=O)c2ccc(Br)cc2)CC1 (stereo not drawn)	5	1.4	-2	1	-2	-17	3	·
49	Cc1oc(-c2cccc3ccccc23)nc1CN1CCC[C@H]1CO	·	1.7	·	-1	·	·	8	8
50	Cc1ccccc1NC(=O)c1ccc2c(c1)C(=O)N(CCC(C)C)C2=O	-3	·	1	6	-2	·	·	·
51	COc1ccc(/C=C/C(=O)Oc2ccc(/C=N/NC(=O)COc3c(C)cccc3C)cc2)cc1	0	·	-3	-10	2	-13	·	·
52	Cc1cc(C)cc(NC(=O)C(c2ccccc2)N2CCN(CC(=O)NC3CC3)CC2)c1 (stereo not drawn)	-2	4.0	0	1	4	10	·	-1
53	CC1(C(=O)NS(=O)(=O)c2cccc(C#N)c2)CCN1C(=O)Cc1ccccc1 (stereo not drawn)	-1	1.4	3	-4	-6	15	-5	-19
54	COC(CNC(=O)C(=O)Nc1cc2c3c(c1)CC(=O)N3CCC2)OC	-3	-3.2	-1	-3	-3	7	15	-2
55	N#Cc1ccc(-c2ccc3c(c2)[C@@H]2[C@@H](CCN2C(=O)C2CC2)[C@H](CO)N3)cc1	3	0.2	-2	10	-4[16.7 µM]	-12	31	19
56	Fc1ccccc1NC(=S)N1CCOCC1	-6	-0.3	1	0	-4	-2	2	8
57	O=C(NCC(=O)c1ccccc1)OCc1ccc([N+](=O)[O-])cc1	1	-3.3	-1	8	-3	-1	1	-5
58	O=C(O)C1CCN(C(=O)CSc2nc3ccccc3c(=O)n2Cc2ccccc2)CC1	0	-0.8	1	4	-2	-6	43*	-14
59	O=C(CSc1nc2ncc(Br)cc2[nH]1)Nc1ccc2c(c1)OCO2	3	·	-2	1	-2	-2	·	·
60	Cc1nc(SCC(=O)NCc2ccccc2)c2oc3ccccc3c2n1	1	·	-1	1	-1	·	·	·
61	CCCNC(=O)Nc1ccc2c(c1)C(=O)N(C)[C@H]1CC[C@H](CC(=O)Nc3ccccc3F)O[C@@H]1CO2	-1	2.4	0	1	8[16.7 µM]	1	-6	-8
62	C[C@@H]1CN([C@@H](C)CO)C(=O)c2cc(NC(=O)C3CC3)ccc2O[C@H]1CN(C)Cc1ccc(Oc2ccccc2)cc1	3	-6.6	2	-1	4[16.7 µM]	-15	14	·

Individual results from above.
Result for #47 in GSIS activator: 15
Result for #50 in miR122 inh: -2
Result for #60 in miR122 inh: -1
Result for #33 in PglD DTNB: -2
